D1 antag: antagonists of human D1 dopamine receptor | HEK293 TREx D1 cells, calcium flux, dopamine EC80; active compounds read low | activity change, negative = inhibition, % at 10 µM | P21728 | 360,000 compounds, 3.2% hits; in the data active = activity change below about -30%; also: % is scaled to controls: 0 for no effect and ±100 for the full control effect
Target sequence (P21728 whole entry, looked up): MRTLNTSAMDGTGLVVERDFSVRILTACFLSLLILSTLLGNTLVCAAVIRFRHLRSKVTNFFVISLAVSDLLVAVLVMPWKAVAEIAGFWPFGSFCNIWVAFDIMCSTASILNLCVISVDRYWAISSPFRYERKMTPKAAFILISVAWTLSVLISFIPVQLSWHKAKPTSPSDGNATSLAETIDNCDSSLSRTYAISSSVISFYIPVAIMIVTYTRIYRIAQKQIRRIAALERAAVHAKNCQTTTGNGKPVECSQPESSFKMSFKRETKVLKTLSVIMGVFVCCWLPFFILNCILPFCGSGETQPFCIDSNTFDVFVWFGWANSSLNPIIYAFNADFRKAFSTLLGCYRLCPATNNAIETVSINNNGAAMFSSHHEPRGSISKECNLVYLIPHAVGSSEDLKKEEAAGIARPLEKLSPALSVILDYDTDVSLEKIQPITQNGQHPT
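Calcium flux readout: force-coupled, inducible Hek293 Trex D1 line, cells induced overnight at 30 C with tetracycline, dye-loaded 30–90 min at RT. Antagonism scored against EC80 dopamine challenge given 180 s after compound.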
D2 ag: agonists of human D2 dopamine receptor. P14416. HEK293 T-REx D2 cells, calcium flux agonist mode. activation, % at 2 µM. 340,000 compounds, 0.53% hits. AID 485358;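 active = activation over 3 SD above normal in the single-dose calcium agonist read, cut at about 30% in these data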; also: 0% is about no effect
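Tetracycline-induced HEK293 Trex cells with D2 receptor force-coupled to calcium signaling, plated overnight at 30 C and loaded with no-wash calcium dye. Calcium flux read kinetically for 180 s after compound addition; responses flag agonists.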
RXFP1 antagonist: blocks the human relaxin receptor RXFP1. AID 1259400. activity change, negative = inhibition, % at 57.5 µM. 350,000 compounds, 0.59% hits. Q9HBX9. HEK293-RXFP1, relaxin-stimulated cAMP HTRF, 30 min; active compounds read low;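 active = activity change of -60% or lower, but not beyond a set lower limit; inconclusive = change between -60% and -40%, or beyond the set limit; inactive = change above -40%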; also: % is scaled to controls: 0 for no effect and ±100 for the full control effect
D1 PAM: human D1 dopamine receptor positive modulation; P21728; HEK293 TREx D1 cells, calcium flux, dopamine EC20 potentiation; potentiation, % at 10 µM; 360,000 compounds, 0.036% hits; in the data active = potentiation above about 30%; also: 0% is about no effect
D2 potentiator: positively modulates the human D2 dopamine receptor allosterically; P14416; HEK293 T-REx D2, calcium flux, EC20 dopamine potentiation; potentiation, % at 10 µM; 340,000 compounds, 0.34% hits; AID 485347;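 active = potentiation over 3 SD above the plate norm, cut at about 30% in these data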; also: 0% is about no effect
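Cells plated with tetracycline inducer and held overnight at 30 C; calcium dye loaded 30–90 min at room temperature; baseline taken, compound added and read 180 s; EC20 dopamine then added and read 180 s.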
TRHR enhancer: TRH receptor (human) allosteric enhancement; P34981; TRHR cells, fluo-8 calcium fluorescence, EC20 TRH enhancement; enhancement, % at 2 µM; 360,000 compounds, 0.66% hits; in the data active = enhancement above about 30%; also: 0% is about no effect
Target sequence (P34981 whole entry, looked up): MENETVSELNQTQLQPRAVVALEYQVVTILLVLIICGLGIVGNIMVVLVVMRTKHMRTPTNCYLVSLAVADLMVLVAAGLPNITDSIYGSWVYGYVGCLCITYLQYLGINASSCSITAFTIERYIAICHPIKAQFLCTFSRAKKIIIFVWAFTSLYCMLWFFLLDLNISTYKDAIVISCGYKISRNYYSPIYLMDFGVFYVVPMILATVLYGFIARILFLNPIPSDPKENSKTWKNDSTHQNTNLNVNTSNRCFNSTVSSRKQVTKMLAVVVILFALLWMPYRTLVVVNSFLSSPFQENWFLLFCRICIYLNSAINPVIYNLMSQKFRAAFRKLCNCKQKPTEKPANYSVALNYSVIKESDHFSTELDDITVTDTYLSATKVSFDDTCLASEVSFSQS
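Enhancer read-out: after compound pinning and an initial kinetic agonist-mode read, an EC20 of TRH (10 nM final) was injected and fluo-8 calcium signal (Ex 480/Em 530) followed at 1 s/cycle for 100 cycles in TRHR-expressing cells.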
D1 agonist: activates the human D1 dopamine receptor. P21728. HEK293 T-REx D1 cells, calcium flux, agonist mode. activation, % at 2 µM. 360,000 compounds, 1% hits; also: 0% is about no effect
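Agonism was scored from calcium flux recorded over 180 s (1 read/s) after pintool compound addition, following a 10-cycle baseline. Cells were inducible force-coupled HEK293 TREx D1, plated overnight at 30 C and loaded with no-wash calcium dye.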
D2 antagonist: D2 dopamine receptor (human) antagonism; HEK293 TREx D2 cells, calcium flux, dopamine EC80; inhibition, % at 10 µM; 340,000 compounds, 2% hits; in the data active = inhibition above about 30%; also: 0% is about no effect
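Calcium flux kinetic readout in an inducible HEK293 TREx D2 line plated overnight at 30 C. After 180 s compound exposure, an EC80 dopamine challenge follows with another 180 s kinetic read to detect antagonism.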
TRHR ag: agonists of human TRH receptor | AID 493084 | activation, % at 2 µM | TRHR cells, calcium flux fluo-8, FDSS agonist mode | 360,000 compounds, 0.18% hits | P34981; also: 0% is about no effect
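In this calcium-flux screen, cells bearing human TRHR are dye-loaded with fluo-8, baselined for 10 cycles, then exposed to library compounds; positive kinetic calcium responses during the agonist phase mark hits, with TRH as control.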
An asterisk follows results filed as active; ? = inconclusive; . = no result given. Rule as the data show it, unless noted: active = activation above about 30%; inactive = the rest.

Second line of a record – D2 ag | TRHR enhancer | D1 antag | D2 antagonist | D1 PAM | TRHR ag | D2 potentiator | D1 agonist | RXFP1 antagonist
Cc1cccc(NC(=S)Nc2ccc(Cl)c(Cl)c2)c1
 : -0.1 | 10 | . | -11 | -3 | 0.7 | -6 | 2 | -6
Cc1c(C(=O)Nc2c(F)cccc2F)sc2ncn(Cc3ccccc3F)c(=O)c12
 : 0.3 | -8 | -1 | . | -5 | 0.3 | 11 | 5 | -5
Cc1ccc(S(=O)(=O)N(C)C)cc1NC(=O)COC(=O)COc1ccc2c(c1)CCC2
 : -1.0 | 5 | -3 | 11 | -7 | 0.1 | -4 | 3 | -16
CNC(=O)c1nc(C)n(-c2ccc([N+](=O)[O-])cc2)n1
 : 0.2 | 8 | 5 | -11 | -1 | 0.8 | 16 | 0 | 28
CN(C(=O)COC(=O)c1cncc(Br)c1)C1CCS(=O)(=O)C1 (configuration not stated)
 : -0.9 | -1 | -1 | -7 | 2 | 0.4 | 1 | 5 | 3
COc1ccc(-c2cc(C(=O)N3CCc4ccccc4C3)no2)cc1OC
 : -0.9 | 3 | -11 | 12 | -4 | 0.6 | 4 | 2 | -13
CC(=O)c1cccc(NC(=O)c2c(C)nn(-c3ccccc3)c2Cl)c1
 : -0.8 | 18 | -12 | -7 | 4 | -0.1 | -10 | 5 | -5
Cc1cc(Cl)ccc1NS(=O)(=O)c1ccc2c(c1)CCN2S(C)(=O)=O
 : 0.7 | 1 | -5 | . | -3 | -0.1 | -3 | 1 | -1
COc1cccc(NC(=O)N2CCN(c3cccc(C)c3)C(C)C2)c1 (configuration not stated)
 : -0.1 | 3 | -83* | 1 | -11 | -0.5 | 24 | 30 | 8
COc1ccccc1C(=O)NCCC(=O)NCC(c1ccccc1OC)N1CCCC1 (configuration not stated)
 : 0.4 | -3 | 3 | -2 | -1 | 0.3 | -12 | 2 | 19
CC(=O)N1CCN(C(=O)c2cc(C)nc3ccccc23)CC1
 : 0.5 | -4 | 11 | -2 | 0 | -0.2 | 1 | 2 | -1
CC(=O)N1CN(CCCn2ccnc2)Cc2c1sc1c2CCCC1
 : 0.4 | -8 | 19 | -26 | 3 | 1.1 | -4 | 1 | -1
COc1ccc(C(=O)C2CCN(CC(=O)Nc3cc(C)cc(C)c3)CC2)cc1
 : -0.9 | -1 | 11 | -5 | -8 | -0.9 | -9 | 2 | -13
OCC1(Cc2ccccc2)CCN(Cc2cnc(-c3ccc(Cl)cc3)nc2)CC1
 : 2.0 | -2 | 7 | -6 | -6 | 0.6 | -7 | 8 | ?
O=C(N/N=C/c1ccccc1F)c1ccc(COc2ccccc2Cl)o1
 : . | 2 | 1 | . | -8 | -0.1 | . | 4 | .
COc1ccc(CNC(=O)C2CCN(S(=O)(=O)c3ccccc3)CC2)cc1
 : 1.1 | 8 | -2 | -2 | -3 | 0.4 | 8 | 4 | 2
CCOC(=O)c1[nH]ncc1[C@@H]1C[C@H]2CN(Cc3cccc(Cl)c3)C(=O)[C@]23CCCN13
 : -0.6 | -9 | -8 | -4 | -10 | -0.5 | 5 | 2 | -10
Cc1nnc(NC(=O)CC(NC(=O)C(F)(F)F)c2ccccc2)s1 (configuration not stated)
 : -1.0 | -3 | 6 | 12 | 6 | -0.3 | 8 | 5 | -15
Cc1cccc(NC(=O)c2ccc(N3CCCCC3)c([N+](=O)[O-])c2)n1
 : 1.0 | -7 | -7 | -5 | -4 | -0.1 | -9 | 3 | -38
CCOC(=O)C1=C(C)NC(=O)NC1c1ccccc1 (configuration not stated)
 : 0.6 | 0 | 5 | 1 | -1 | -0.4 | 2 | -3 | .
COc1ccc(-c2noc(-c3ccccc3C(=O)NCC3CCCO3)n2)cc1 (configuration not stated)
 : -0.4 | -17 | 4 | 24 | 0 | -1.2 | -4 | -1 | ?
CCc1ccc(Nc2n[n+](-c3ccccc3)c(-c3ccc(SC)cc3)s2)cc1
 : -0.2 | -5 | -3 | -31 | -4 | -1.0 | 2 | 0 | .
CN1N=C(C(=O)N2CCCC(N3CCN(c4ccc(F)cc4)CC3)C2)CCC1=O (configuration not stated)
 : 0.4 | -5 | 8 | -11 | -1 | 0.5 | 1 | 1 | -25
CC(=O)N1CCc2c(sc3c2c(=O)n(-c2ccccc2)c(=O)n3CC(=O)Nc2ccccc2)C1
 : 0.1 | 5 | 2 | . | 0 | -0.1 | . | 2 | 16
Cn1c(/C=C/c2ccc(Br)cc2)nc2ccccc2c1=O
 : 2.1 | 5 | 4 | -1 | 6 | 0.1 | 19 | 1 | 3
CCCCn1c(SCC(=O)Nc2cc(C(F)(F)F)ccc2Cl)nnc1C(CC)N(C)C (configuration not stated)
 : 0.3 | 0 | 8 | 6 | 6 | 0.0 | -12 | 4 | -6
CCOc1ccc(NC(=O)CN2C(=O)COc3ccc(Cl)cc32)cc1
 : 0.5 | 14 | -59* | 4 | -2 | -0.3 | -18 | 2 | .
Cc1nn(-c2ccccc2)c2nc(C3CC3)cc(C(=O)Nc3ccccc3F)c12
 : -0.3 | 12 | -6 | . | -7 | 0.9 | -4 | 8 | 0
CCCOc1ccc(OCCSc2ncccn2)cc1
 : -1.1 | -4 | 0 | -3 | -9 | 0.4 | -5 | 4 | -5
O=C(CCCn1c(=O)oc2ccccc21)N1CCN(c2ccc(F)cc2)CC1
 : 0.4 | -4 | -12 | -47 | -2 | 0.5 | -10 | 1 | -7
CC(NC(=O)C12CC3(C)CC(C)(CC(C)(C3)C1)C2)C(=O)O (configuration not stated)
 : 0.7 | 4 | -6 | 7 | -5 | 0.2 | 4 | 4 | 5
COc1cccc(N2CCN(C3=NS(=O)(=O)C(c4ccc(C)cc4)=C3C)CC2)c1
 : -0.1 | -2 | 1 | . | -1 | 0.2 | -3 | 0 | -9
CCC1=Nc2cc(C(=O)NCc3ccco3)ccc2Sc2ccc(Cl)cc21
 : 1.0 | 5 | -21 | 4 | -6 | 0.4 | 12 | 3 | -7
Cc1nc2ccc3[nH]snc3c2n1
 : 0.3 | 0 | 3 | -21 | -6 | 0.4 | 2 | 4 | 10
CC(C)C[C@H]1CN=C(Nc2ccccc2)N1CCC(C)c1ccccc1 (some centres not stated)
 : -0.1 | -3 | -1 | 6 | -7 | 0.3 | 6 | 17 | .
O=C(c1ccco1)N1CCN(Cc2ccc(F)cc2)CC1
 : 81* | -3 | 16 | 58* | -6 | -0.3 | -17 | 2 | .
O=C(Nc1ccccc1)C(Cc1ccccc1)N1Cc2ccccc2C1=O (configuration not stated)
 : 0.0 | 1 | 2 | . | -2 | 0.5 | 2 | 1 | 3
COc1cc(/C=N/NC(=O)c2ccc(NS(=O)(=O)c3cccs3)cc2)cc(OC)c1O
 : 0.1 | -5 | 12 | -6 | 0 | -0.9 | -4 | 4 | -8
COc1ccc([C@]23Cc4cc(C#N)ccc4C(O2)C2=C(CC4(CCCCC4)OC2=O)O3)cc1
 : . | -24 | 1 | . | 2 | 0.0 | . | 2 | .
CCOc1ccc(NC(=O)CCC(=O)c2ccc(-c3ccccc3)cc2)cc1
 : 2.1 | 23 | -5 | -5 | -4 | 0.3 | 7 | 1 | -3
CCCn1c(SCC(=O)N2c3ccccc3CC2C)n[nH]c1=O (configuration not stated)
 : 0.1 | 1 | -2 | -9 | -10 | 0.0 | 11 | 1 | -5
O=C(NCc1ccncc1)C(=O)NC1CC1
 : 0.1 | 0 | 12 | -10 | 1 | 0.0 | -3 | 2 | -14
Cn1c(=O)[nH]c(=O)c2c1nc(SCC(N)=O)n2Cc1cccc(Br)c1
 : -0.8 | -2 | 9 | 8 | -4 | -0.4 | 1 | 1 | 4
COc1ccc(OCC(=O)Nc2c3c(nn2C(C)(C)C)CSC3)cc1
 : -1.6 | 0 | 2 | 6 | . | -0.1 | 20 | 7 | -10
Cc1occc1C(=O)N/N=C/c1sc(N2CCOCC2)nc1-c1ccccc1
 : -0.2 | -4 | -17 | 5 | -2 | -0.2 | . | 1 | 0
COC(=O)N/N=C/c1c(C)c(C(=O)c2ccc(F)cc2)n2ccccc12
 : -1.9 | -1 | 2 | -7 | -5 | -0.3 | 5 | 4 | .
Cc1ccc(N(Cc2cc3ccc(C)cc3[nH]c2=O)S(C)(=O)=O)c(C)c1
 : 1.0 | -1 | 3 | 5 | 5 | -0.1 | -2 | 0 | 9
Cc1ccc(C)c(NC(=O)c2cnn(-c3ccccc3)c2C)c1
 : -0.2 | 1 | -7 | 6 | -3 | -0.7 | 6 | 3 | 3
O=C(c1ccc2c(=O)n3c(nc2c1)CCCCC3)N1CCN(Cc2ccccc2)CC1
 : -0.4 | 3 | . | 5 | -2 | 0.0 | 14 | -2 | 2
CC(NC(=O)c1ccccc1NC(=O)c1ccncc1)c1ccccc1 (configuration not stated)
 : 0.3 | -1 | -1 | 7 | 1 | -0.4 | -1 | 1 | -3
CCCN1C(=O)/C(=C/C=C2\N(CC)c3ccccc3C2(C)C)SC1=S
 : 12 | 1 | 0 | 5 | -2 | 24 | -2 | 63* | -8
Cc1cccc(C)c1NC(=O)N1CCC(c2nc3ccccc3o2)CC1
 : 0.2 | 3 | 8 | 1 | -1 | -0.2 | 2 | -1 | -11
CCSc1nnc(-c2cc3c(s2)-c2ccccc2CC3)o1
 : . | -2 | -10 | . | 8 | 0.5 | . | 6 | -17
CSc1ncc(CN2CCN(C3CCCCC3)C(CCO)C2)cn1 (configuration not stated)
 : 1.2 | 13 | 2 | -9 | -8 | 0.9 | -4 | 1 | -1
Cn1c2ccc(F)cc2c2ncn(CC3CCCO3)c(=O)c21 (configuration not stated)
 : -0.7 | -5 | -4 | 8 | 0 | -1.4 | -6 | -1 | 3
O=C(O)c1ccccc1NCc1cccs1
 : 1.3 | -1 | -5 | -7 | 0 | 0.4 | 4 | 1 | 0
CC1(C)CC(=O)c2cc(-c3nc(-c4ccc(Cl)cc4)cs3)c(=O)n(-c3ccc(F)cc3)c2C1
 : 0.6 | 11 | 6 | . | 0 | 1.7 | 3 | 0 | -4

Some of the entries above in a different format.
> COc1ccc(-c2noc(-c3ccccc3C(=O)NCC3CCCO3)n2)cc1 (configuration not stated)
  D2 ag: -0.4
  TRHR enhancer: -17
  D1 antag: 4
  D2 antagonist: 24
  D1 PAM: 0
  TRHR ag: -1.2
  D2 potentiator: -4
  D1 agonist: -1
  RXFP1 antagonist: ?

> CCc1ccc(Nc2n[n+](-c3ccccc3)c(-c3ccc(SC)cc3)s2)cc1
  D2 ag: -0.2
  TRHR enhancer: -5
  D1 antag: -3
  D2 antagonist: -31
  D1 PAM: -4
  TRHR ag: -1.0
  D2 potentiator: 2
  D1 agonist: 0
  RXFP1 antagonist: .

> CN1N=C(C(=O)N2CCCC(N3CCN(c4ccc(F)cc4)CC3)C2)CCC1=O (configuration not stated)
  D2 ag: 0.4
  TRHR enhancer: -5
  D1 antag: 8
  D2 antagonist: -11
  D1 PAM: -1
  TRHR ag: 0.5
  D2 potentiator: 1
  D1 agonist: 1
  RXFP1 antagonist: -25

Screens: PubChem, National Center for Advancing Translational Sciences (NCATS)
